High-throughput results: PubChem, several laboratories
core dimer inh: blocks dimerization of HCV core protein; TR-FRET GST/Flag-core106 dimerization, 1536-well; AID 1899; inhibition, % at 5 µM; 0.33% of 300,000 active;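 active means inhibition above the mean of all tested compounds plus 3 SD, set per screening campaign, cut at about 45% in these data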
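Assay system: GST-tagged and Flag-tagged HCV core protein residues 1-106 / Times: compound-protein-antibody incubation 4 h at 22.5 °C / Signal: time-resolved FRET, ex 340 nm, em 617 and 671 nm / Evaluation: % inhibition based on acceptor/donor emission ratio / Benchmarks: wells lacking GST-core106 and wells with excess unlabelled core106 / Repeats: singlicate, one well per compound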
PP5 primary: blocks human protein phosphatase 5 activity; inhibition, % at 6.7 µM; P53041; AID 1987; 0.18% of 320,000 active; purified PP5c, OMFP substrate fluorescence;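 active means inhibition above the campaign's mean inhibition across all tested compounds plus 3 SD, cut at about 9.5% in these data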;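 further: 0% = DMSO only and 100% = 100 µM cantharidin control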
Efflux pump mplx: blocks antifungal efflux pumps in multiplex yeast assay | inhibition, % at 10 µM | 0.44% of 330,000 active | S. cerevisiae Candida pump triplex, Nile Red efflux;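 active means plate passing quality check with inhibition over a set limit, or well fluorescence over plate mean plus 4 SD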;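 further: Nile Red retained in pooled yeast measured as flow cytometry median fluorescence; 0% = buffer negative control and 100% = Enniatin B positive control; higher means more Nile Red kept so more efflux inhibition; some compounds called inactive have numbers as strong as hits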
proCasp3 act: procaspase-3 (human) activation. 0.11% of 330,000 active. recombinant procaspase-3 D3A, Ac-DEVD-pNA absorbance 405 nm. activation, % at 8.5 µM;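 active means activation above the mean of all tested compounds plus 3 SD, cut at about 21% in these data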;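 further: 0% = DMSO alone and 100% = DMSO wells spiked with extra 5 µM PC-3 D3A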
Target sequence (P42574 whole entry D9A/D28A/D175A): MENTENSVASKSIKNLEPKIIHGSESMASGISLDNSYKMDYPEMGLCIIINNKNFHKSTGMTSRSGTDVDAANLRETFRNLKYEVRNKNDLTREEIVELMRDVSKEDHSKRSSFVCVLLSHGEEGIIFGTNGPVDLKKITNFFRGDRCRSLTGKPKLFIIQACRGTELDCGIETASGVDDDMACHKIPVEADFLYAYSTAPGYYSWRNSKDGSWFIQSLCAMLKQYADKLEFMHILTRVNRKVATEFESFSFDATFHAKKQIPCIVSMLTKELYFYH
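Test system: Procaspase-3 D3A mutant, all three cleavage aspartates alanine | Dosing: Single dose, 8.5 µM nominal compound, 0.8% DMSO | Schedule: 1 h preincubation, 2 h reaction | Technique: 405 nm absorbance of p-nitroaniline, reads at 0 and 120 min | Repeats: One well per compound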
GASC-1 inh: blocks human GASC-1 demethylase activity | Q9H3R0 | GST-JMJD2C(1-420) H3K9me3 demethylation, DELFIA europium | inhibition, % at 2.35 µM | 0.069% of 330,000 active | AID 2099;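 active means more than half of a compound's replicate wells show inhibition beyond 50%, single wells judged on their own value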;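 further: signal counts dimethyl H3K9 product captured on neutravidin plate; 0% = median of DMSO wells and 100% = 0.3 times that DMSO median; strong numbers were not always called active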
Target sequence (Q9H3R0 1-420 limits assumed): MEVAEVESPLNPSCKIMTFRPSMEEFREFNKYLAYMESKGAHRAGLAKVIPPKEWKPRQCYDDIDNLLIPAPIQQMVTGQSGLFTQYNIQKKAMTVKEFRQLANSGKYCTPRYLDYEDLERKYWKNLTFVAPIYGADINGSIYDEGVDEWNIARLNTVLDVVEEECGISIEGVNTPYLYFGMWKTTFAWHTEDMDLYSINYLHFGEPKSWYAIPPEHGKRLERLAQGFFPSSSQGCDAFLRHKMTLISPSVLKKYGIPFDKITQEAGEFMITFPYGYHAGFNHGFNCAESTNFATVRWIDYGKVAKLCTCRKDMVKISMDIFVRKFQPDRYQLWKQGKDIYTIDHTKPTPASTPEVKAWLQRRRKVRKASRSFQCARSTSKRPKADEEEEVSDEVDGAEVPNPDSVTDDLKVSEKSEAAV
proCasp7 act: counter-screen for procaspase-3 activators: activators of human procaspase-7. recombinant procaspase-7, Ac-DEVD-pNA absorbance 405 nm; D23A/D198A/D206A triple mutant, cannot self-cleave; scale: DMSO 0, 5 µM enzyme 100. 0.093% of 330,000 active. P55210. activation, % at 8.5 µM;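 active means percent activation above the screen-wide mean plus 3 SD, cut at about 25% in these data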
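Assay system – Uncleavable procaspase-7 mutant enzyme · Quantity – 2 µM procaspase-7 mutant as dispensed · Times – 1 h preincubation, 2 h reaction · Dosing – single nominal 8.5 µM compound dose, 0.8% DMSO final · Buffer or medium – Zinc-free 50 mM HEPES buffer, pH 7.4, with NaCl and Triton X-100 · Detection – Epi-absorbance of released pNA at 405 nm, two timepoints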
CTSL1 counter: cathepsin L1 inhibition, PFM18AAP counter-screen | 0.49% of 300,000 active | AID 1906 | inhibition, % at 5.96 µM | recombinant F. hepatica cathepsin L1, Z-Leu-Arg-MCA fluorescence;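 active means inhibition above the mean of all tested compounds plus 3 SD, set per screening campaign, cut at about 17% in these data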;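 further: 0% = plate median of test compound wells and 100% = 1 µM Z-Phe-Ala-diazomethylketone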
TPT1 inhibitor: C. albicans TPT1 enzyme inhibition; recombinant caTPT1, FP RNA substrate dephosphorylation; inhibition, % at 5 µM; 0.81% of 300,000 active; AID 1962;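 active means inhibition above the mean of all tested compounds plus 3 SD, set per screening campaign, cut at about 24% in these data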;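 further: plate controls were DMSO alone for no effect and ferristatin control at 100 nM for full effect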
PP1 counter: PP1-alpha (human) inhibition in PP5 counter-screen; P62136; purified PP1alpha, OMFP fluorescence; inhibition, % at 6.7 µM; 0.9% of 320,000 active; AID 2235;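 active means inhibition above the mean inhibition of all tested compounds plus 3 SD, computed separately for each screening campaign, cut at about 15% in these data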
Target sequence (P62136 whole entry, looked up): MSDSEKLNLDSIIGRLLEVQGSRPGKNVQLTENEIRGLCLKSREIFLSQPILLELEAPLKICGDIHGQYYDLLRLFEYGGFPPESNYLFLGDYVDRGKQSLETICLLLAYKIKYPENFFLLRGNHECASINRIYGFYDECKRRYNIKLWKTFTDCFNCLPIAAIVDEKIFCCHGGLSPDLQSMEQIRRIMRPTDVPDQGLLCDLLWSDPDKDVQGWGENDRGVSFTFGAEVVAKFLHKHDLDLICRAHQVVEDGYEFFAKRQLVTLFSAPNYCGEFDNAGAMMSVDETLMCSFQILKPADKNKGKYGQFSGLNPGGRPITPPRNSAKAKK
An asterisk follows results filed as active. Compounds as they come; about 2.9% have a hit in one of these screens.

Results for CCC(=O)c1ccc(OCC(O)CNC(C)c2ccccc2)cc1 (stereo unspecified) ?
core dimer inh: -2; PP5 primary: 0.4; Efflux pump mplx: -0.1; proCasp3 act: -12; GASC-1 inh: -4; proCasp7 act: 7; CTSL1 counter: -1; TPT1 inhibitor: 3; PP1 counter: 3

What do the screens show for `CCOC(=O)C1(Cc2cccc(OC)c2)CCCN(C(=O)c2cc(C)[nH]n2)C1` (stereo unspecified)?
core dimer inh: 2; PP5 primary: 3.6; Efflux pump mplx: 0.1; proCasp3 act: -7; GASC-1 inh: -13; proCasp7 act: 0; CTSL1 counter: -2; TPT1 inhibitor: -1; PP1 counter: 0

How did COc1ccccc1C(=O)N/C(=C\c1cn(C)c2ccccc12)C(=O)N1CCOCC1 do in these assays?
core dimer inh: 1; PP5 primary: 0.6; Efflux pump mplx: 0.0; proCasp3 act: -2; GASC-1 inh: 21; proCasp7 act: -5; CTSL1 counter: -1; TPT1 inhibitor: -3; PP1 counter: -4

How did CC(=O)c1ccccc1OC(=O)COc1ccc(Cl)cc1C do in these assays?
core dimer inh: 4; PP5 primary: 3.0; Efflux pump mplx: 0.6; proCasp3 act: -9; GASC-1 inh: 3; proCasp7 act: 8; CTSL1 counter: -21; TPT1 inhibitor: -8; PP1 counter: -3

Results for COc1ccc([C@@H]2[C@@H]3C(=O)N(C(C)(C)C)C(=O)[C@@H]3[C@]3(Cc4ccccc4)C(=O)N(c4cccc(Br)c4)C(=O)N23)cc1 ?
core dimer inh: 36; PP5 primary: 3.8; Efflux pump mplx: 0.2; proCasp3 act: 2; GASC-1 inh: 2; proCasp7 act: 3; CTSL1 counter: 6; TPT1 inhibitor: -2; PP1 counter: 1

Results for C#CCOCCOCCOCCNc1nc(N2CCN(C(=O)[C@H](CCC(=O)O)n3cc(CN)nn3)CC2)nc(N2CCN(C(=O)[C@H](CCC(=O)O)n3cc([C@@H](N)[C@H](C)CC)nn3)CC2)n1 ?
Efflux pump mplx: 0.0; proCasp3 act: -4; GASC-1 inh: 2; proCasp7 act: 2

What do the screens show for `O=C(/C=C/c1ccco1)N1CCN(S(=O)(=O)c2ccc(F)c(F)c2F)CC1`?
core dimer inh: 5; PP5 primary: 0.2; Efflux pump mplx: 0.1; proCasp3 act: 9; GASC-1 inh: 4; proCasp7 act: -4; CTSL1 counter: 0; TPT1 inhibitor: 2; PP1 counter: 2

What do the screens show for `O=C(NCCc1ccccc1)/C(=N\O)c1ccccc1`?
core dimer inh: 0; PP5 primary: 0.3; Efflux pump mplx: 0.0; proCasp3 act: 4; GASC-1 inh: 6; proCasp7 act: 0; CTSL1 counter: -3; TPT1 inhibitor: -3; PP1 counter: -1

Results for COC(=O)c1sccc1NC(=O)c1cc(C)on1 ?
core dimer inh: -2; PP5 primary: 0.7; Efflux pump mplx: -0.1; proCasp3 act: 5; GASC-1 inh: 0; proCasp7 act: 6; CTSL1 counter: -6; TPT1 inhibitor: 1; PP1 counter: 0

How did O=C(COC(=O)c1ccco1)Nc1nc2ccccc2s1 do in these assays?
core dimer inh: 0; PP5 primary: 2.7; Efflux pump mplx: -0.1; proCasp3 act: 2; GASC-1 inh: 131; proCasp7 act: 5; CTSL1 counter: -34; TPT1 inhibitor: -1; PP1 counter: 0

What do the screens show for `COc1ccc(C2(C#N)CCC(=O)N2c2ccccc2)cc1` (stereo unspecified)?
core dimer inh: 1; PP5 primary: -3.1; Efflux pump mplx: 0.0; proCasp3 act: 14; GASC-1 inh: 7; proCasp7 act: 8; CTSL1 counter: -1; TPT1 inhibitor: 2; PP1 counter: 14

How did COc1ccc(C2=NNC(c3cccnc3)=Nc3ccccc32)cc1 do in these assays?
core dimer inh: -4; PP5 primary: -0.9; Efflux pump mplx: -0.1; proCasp3 act: 4; GASC-1 inh: 4; proCasp7 act: -5; CTSL1 counter: 3; TPT1 inhibitor: -1; PP1 counter: 0

Results for NS(=O)(=O)c1ccc(CCNC(=O)C(=O)NCC2OCCN2S(=O)(=O)c2cccs2)cc1 (stereo unspecified) ?
core dimer inh: 5; PP5 primary: 2.6; Efflux pump mplx: 0.0; proCasp3 act: -2; GASC-1 inh: -8; proCasp7 act: -2; CTSL1 counter: 6; TPT1 inhibitor: -1; PP1 counter: 0

Results for O=C(c1ccc(Cl)c([N+](=O)[O-])c1)N(Cc1ccccc1)C1CCS(=O)(=O)C1 (stereo unspecified) ?
core dimer inh: -1; PP5 primary: 0.9; Efflux pump mplx: -0.1; proCasp3 act: -5; GASC-1 inh: 6; proCasp7 act: -3; CTSL1 counter: -1; TPT1 inhibitor: -4; PP1 counter: -3

What do the screens show for `Cc1cc(C(=O)O)ccc1NCc1cccnc1`?
core dimer inh: 0; PP5 primary: -5.2; Efflux pump mplx: 0.3; proCasp3 act: -9; GASC-1 inh: -10; proCasp7 act: -2; CTSL1 counter: 3; TPT1 inhibitor: 2; PP1 counter: -7

What do the screens show for `Cc1ccc(CNC(=O)C2CCN(S(=O)(=O)c3ccc4c(c3)CC(C)N4C(=O)C3CCC3)CC2)o1` (stereo unspecified)?
core dimer inh: 4; PP5 primary: -0.5; Efflux pump mplx: -0.1; proCasp3 act: 0; GASC-1 inh: 0; proCasp7 act: -2; CTSL1 counter: 4; TPT1 inhibitor: -1; PP1 counter: -4

What do the screens show for `Cc1ccc(S(=O)(=O)N(C)C)cc1NC(=O)COC(=O)CCCOc1ccccc1`?
core dimer inh: 0; PP5 primary: -1.1; Efflux pump mplx: -0.2; proCasp3 act: -9; GASC-1 inh: 2; proCasp7 act: 21; CTSL1 counter: -9; TPT1 inhibitor: -3; PP1 counter: -2

How did Cc1nc2c(C(=O)NCCC(C)C)c[nH]n2c(=O)c1Cc1ccccc1F do in these assays?
core dimer inh: 16; PP5 primary: 4.2; Efflux pump mplx: -0.1; proCasp3 act: 6; GASC-1 inh: 9; proCasp7 act: -1; CTSL1 counter: 7; TPT1 inhibitor: 2; PP1 counter: 15*

Results for Cc1ccc(S(=O)(=O)N2CCOCC2)cc1NC(=O)C(c1ccc(Cl)cc1)C(C)C (stereo unspecified) ?
core dimer inh: 2; PP5 primary: 2.2; Efflux pump mplx: 0.2; proCasp3 act: 6; GASC-1 inh: -6; proCasp7 act: 0; CTSL1 counter: 7; TPT1 inhibitor: 1; PP1 counter: -8

How did Cc1ccc(SCCNC(=S)Nc2cc(C)cc(C)c2)cc1 do in these assays?
core dimer inh: 7; PP5 primary: 2.6; Efflux pump mplx: -0.3; proCasp3 act: -8; GASC-1 inh: 0; proCasp7 act: 3; CTSL1 counter: 1; TPT1 inhibitor: -2; PP1 counter: 2

The list goes on, starting with the last 2 of the part before.
Results for Cc1ccc(S(=O)(=O)N2CCOCC2)cc1NC(=O)C(c1ccc(Cl)cc1)C(C)C (stereo unspecified) ?
core dimer inh: 2; PP5 primary: 2.2; Efflux pump mplx: 0.2; proCasp3 act: 6; GASC-1 inh: -6; proCasp7 act: 0; CTSL1 counter: 7; TPT1 inhibitor: 1; PP1 counter: -8

How did Cc1ccc(SCCNC(=S)Nc2cc(C)cc(C)c2)cc1 do in these assays?
core dimer inh: 7; PP5 primary: 2.6; Efflux pump mplx: -0.3; proCasp3 act: -8; GASC-1 inh: 0; proCasp7 act: 3; CTSL1 counter: 1; TPT1 inhibitor: -2; PP1 counter: 2

Results for COc1cccc(OCc2cc(C(=O)NCc3ccc4c(c3)OCO4)no2)c1 ?
core dimer inh: 1; PP5 primary: -0.3; Efflux pump mplx: 0.1; proCasp3 act: 6; GASC-1 inh: 0; proCasp7 act: 3; CTSL1 counter: 3; TPT1 inhibitor: -4; PP1 counter: 0

Results for O=C(NCCc1ccc(Cl)cc1)C1CCC(CNc2c(N3CCCCC3)c(=O)c2=O)CC1 (stereo unspecified) ?
core dimer inh: 2; PP5 primary: 1.7; Efflux pump mplx: 0.1; proCasp3 act: 0; GASC-1 inh: 15; proCasp7 act: -1; CTSL1 counter: 1; TPT1 inhibitor: 1; PP1 counter: -1

How did Cc1sc(NC(=O)C2=COCCO2)nc1-c1ccc(Cl)cc1 do in these assays?
core dimer inh: -5; PP5 primary: -1.9; Efflux pump mplx: 0.0; proCasp3 act: 6; GASC-1 inh: -5; proCasp7 act: 9; CTSL1 counter: -1; TPT1 inhibitor: 2; PP1 counter: -1

What do the screens show for `COc1cccc(NC(=O)CN(c2cccc(C(F)(F)F)c2)S(C)(=O)=O)c1`?
core dimer inh: 7; PP5 primary: 5.3; Efflux pump mplx: -0.1; proCasp3 act: 4; GASC-1 inh: -7; proCasp7 act: -2; CTSL1 counter: -1; TPT1 inhibitor: 0; PP1 counter: -4

What do the screens show for `Cc1nnc(SCC(=O)NNC(=O)COc2ccc(Cl)cc2)s1`?
core dimer inh: -2; PP5 primary: -0.6; Efflux pump mplx: 0.3; proCasp3 act: -5; GASC-1 inh: 1; proCasp7 act: 4; CTSL1 counter: -10; TPT1 inhibitor: 3; PP1 counter: 2

How did O=c1cc(-c2ccccc2)c2cc(Cl)ccc2[nH]1 do in these assays?
core dimer inh: -34; PP5 primary: -0.3; Efflux pump mplx: -0.1; proCasp3 act: 4; GASC-1 inh: 0; proCasp7 act: 0; CTSL1 counter: -8; TPT1 inhibitor: -4; PP1 counter: 0

What do the screens show for `Cc1cc(C)cc(OCC(=O)Nc2ccc3c(c2)C(=O)c2ccccc2C3=O)c1`?
core dimer inh: 9; PP5 primary: 2.0; Efflux pump mplx: 0.0; proCasp3 act: -1; GASC-1 inh: 3; proCasp7 act: -4; CTSL1 counter: 0; TPT1 inhibitor: -1; PP1 counter: 0

How did O=C(c1cn(CC(=O)N2CCCC2)c2ccccc12)C1CCCCC1 do in these assays?
core dimer inh: -6; PP5 primary: 3.3; Efflux pump mplx: -0.1; proCasp3 act: -2; GASC-1 inh: 13; proCasp7 act: -7; CTSL1 counter: 1; TPT1 inhibitor: -1; PP1 counter: 1

What do the screens show for `COc1ccc(CC(=O)NNS(=O)(=O)c2ccccc2[N+](=O)[O-])cc1OC`?
core dimer inh: 5; PP5 primary: 2.6; Efflux pump mplx: -0.1; proCasp3 act: 6; GASC-1 inh: -1; proCasp7 act: 0; CTSL1 counter: -1; TPT1 inhibitor: -3; PP1 counter: -8

What do the screens show for `c1ccc(-c2noc(CN3CCN(c4ccccc4)CC3)n2)cc1`?
core dimer inh: -8; PP5 primary: 0.8; Efflux pump mplx: 0.1; proCasp3 act: 1; GASC-1 inh: 0; proCasp7 act: 5; CTSL1 counter: 0; TPT1 inhibitor: 2; PP1 counter: -1
